High-throughput results from PubChem BioAssay.
KCNK9 block = KCNK9 potassium channel inhibitors, primary screen, HEK293 cells, thallium flux | Potassium channel subfamily K member 9 (Homo sapiens), Q9NPC2 | FluxOR thallium flux fluorescence; hits give low values | B-score at 10 µM | 310,000 compounds, 1.2% hits;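 active = ratio B-score over 3 SD below the library mean, with starting fluorescence within 5 SD of its mean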;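 also: negative B-score means less thallium flux so channel inhibition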
Target sequence (Q9NPC2 whole entry, looked up): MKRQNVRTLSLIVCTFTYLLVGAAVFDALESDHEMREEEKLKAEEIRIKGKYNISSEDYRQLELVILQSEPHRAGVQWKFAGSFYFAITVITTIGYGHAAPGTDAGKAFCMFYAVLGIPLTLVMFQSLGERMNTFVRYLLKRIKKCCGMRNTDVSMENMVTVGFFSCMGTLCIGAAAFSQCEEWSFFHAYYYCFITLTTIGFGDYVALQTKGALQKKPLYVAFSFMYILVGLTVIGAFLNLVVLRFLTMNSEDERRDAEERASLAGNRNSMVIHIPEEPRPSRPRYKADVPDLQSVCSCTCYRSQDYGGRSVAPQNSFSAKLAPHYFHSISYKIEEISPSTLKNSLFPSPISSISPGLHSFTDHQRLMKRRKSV
Dyrk1A ADPGlo = rat Dyrk1A kinase inhibitors, primary screen, biochemical, single point, plate reader; Dual specificity tyrosine-phosphorylation-regulated kinase 1A (Rattus norvegicus), Q63470; ADP-Glo luminescence, NFATc1 peptide; inhibition, % at 12.5 µM; 310,000 compounds, 0.43% hits; AID 504441, 2011; in the data active = inhibition above about 50%;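 also: plate controls were vehicle with enzyme for no effect and no enzyme for full effect; many of its hits are not listed in these tables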
PolyA inhibitor = polyadenylation inhibitors in yeast reporter cells, primary screen, luminescence, S. cerevisiae. S. cerevisiae SKY197-pL101 polyadenylation reporter, beta-gal luminescence; efflux-impaired pdr1/pdr3 knockout yeast; score 100 = 6 SD above DMSO. calls only at 12 µM. 300,000 compounds, 0.02% hits;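 active = lowest replicate activity score at least 50, where 100 means six control SD above control mean; inconclusive = lowest score under 50 but half or more replicates reach 50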;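 also: yeast exposed to compound for 9 h at 30 °C; higher score means more reporter readthrough which indicates perturbed polyadenylation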
hERG protect = hERG rescue from dofetilide block, primary screen, cell-based, CHO-hERG, FluxOR thallium flux, dofetilide IC70 | Voltage-gated inwardly rectifying potassium channel KCNH2 (Homo sapiens), Q12809 | dofetilide IC70 present | activation (rescue from dofetilide block), less the hit threshold, % at 10 µM | 310,000 compounds, 0.51% hits | AID 1511, 2009;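 active = activation above the mean of controls blocked by dofetilide plus 5 SD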;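 also: thallium influx through hERG after potassium depolarization seen as dye fluorescence rise; in these data hits start at about 4.7%; inactives centre near -7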
GSK3B inh = human GSK3beta kinase inhibitors, primary screen, biochemical, cell-free homogeneous, HTS. 300,000 compounds, 0.038% hits. Glycogen synthase kinase-3 beta (Homo sapiens), P49841. GST-GSK3beta kinase, ADP-Glo luminescence, 60 min; hits give low values. AID 2097, 2009. activity score (negative = inhibition), % at 10 µM;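 active = more than half of replicate wells score below -50%, meaning over 50% inhibition versus plate controls; inconclusive = some replicates but at most half score below -50%; inactive = no replicate scores below -50%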;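 also: 0% = median DMSO wells and -100% = median GW8510 positive control wells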
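Assay system: GST-tagged human GSK3beta kinase, cell-free; Input: 1.6 ng GSK3beta; Medium: Tris/MgCl2 kinase buffer; Timing: 60 min enzyme reaction, room temperature; Signal: ADP-Glo luminescence quantifying ADP generated by kinase; Evaluation: score relative to plate controls; Benchmarks: DMSO neutral wells and GW8510 at 20 µM as positive.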
HDAC3 inh = HDAC3 deacetylase inhibitors, primary screen, biochemical, fluorescence, cell-free homogeneous | AID 2718, 2010 | inhibition, % at 8.3 µM | 320,000 compounds, 0.15% hits | recombinant HDAC3, fluorogenic peptide/trypsin coupled; in the data active = inhibition above about 26%, passing the limit was not always enough; inconclusive = no clear call, values can overlap the other calls
Target sequence (O15379 whole entry, looked up): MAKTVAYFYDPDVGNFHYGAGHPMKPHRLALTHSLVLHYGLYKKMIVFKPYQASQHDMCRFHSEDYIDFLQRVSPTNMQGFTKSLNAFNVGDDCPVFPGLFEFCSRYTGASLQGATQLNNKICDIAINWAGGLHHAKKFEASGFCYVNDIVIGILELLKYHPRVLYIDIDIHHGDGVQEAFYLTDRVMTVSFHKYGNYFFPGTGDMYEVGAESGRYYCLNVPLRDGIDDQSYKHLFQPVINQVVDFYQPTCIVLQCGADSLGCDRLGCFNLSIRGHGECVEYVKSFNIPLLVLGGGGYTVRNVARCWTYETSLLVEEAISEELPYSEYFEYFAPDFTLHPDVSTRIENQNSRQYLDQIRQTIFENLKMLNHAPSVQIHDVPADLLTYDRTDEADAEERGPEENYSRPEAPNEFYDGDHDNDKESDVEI
GSK3 alpha inh = blockers of GSK3A enzyme activity – biochemical, luminescence, cell-free homogeneous, HTS, primary screen. Glycogen synthase kinase-3 alpha (Homo sapiens), P49840. GSK-3 alpha kinase, ADP-Glo luminescence, 60 min. inhibition, % at 10 µM. 320,000 compounds, 0.1% hits. AID 2650, 2010;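 in the data active = inhibition above about 50%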;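 also: GST-tagged GSK-3 alpha with peptide substrate and 25 µM ATP; 0% = DMSO neutral wells and 100% = GW8510 positive control wells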
KCNQ1 pot = potentiators or activators of KCNQ1 channel, primary screen, cell-based, thallium flux, high-throughput; CHO-K1 KCNQ1, thallium flux FluxOR fluorescence; hits give high values; 310,000 compounds, 0.35% hits; B-score at 10 µM; AID 2648, 2010; Potassium voltage-gated channel subfamily KQT member 1 (Homo sapiens), P51787;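 active = fluorescence ratio B-score, a plate-corrected score, at least three library SD, with initial intensity B-score within 5 SD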
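Doses: Single concentration per compound, DMSO matched to controls | Test system: KCNQ1-transfected CHO-K1 cells | Timing: 90 min dye loading and 20 min compound exposure, both at room temperature | Measured by: Kinetic FluxOR thallium fluorescence, 10-s 1-Hz baseline, 110-s post-stimulus read | Medium: Assay buffer with matched DMSO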
KCNQ1 block = inhibitors of human KCNQ1 channel, primary screen, cell-based, thallium flux, high-throughput. 310,000 compounds, 1.3% hits. CHO-K1 KCNQ1, FluxOR thallium flux fluorescence; hits give high values. B-score at 10 µM;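 active = compounds whose thallium flux B-score, printed positive for inhibition, exceeds three library SD while starting fluorescence stays within three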;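 also: channel opened by potassium depolarization with thallium stimulus after 20 min compound exposure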
RGS4 pot = RGS4 potentiators or activators, primary screen, cell-based, HEK293 M3R inducible RGS4, calcium flux; AID 463111, 2010; 310,000 compounds, 0.92% hits; B-score at 10 µM; carbachol calcium flux Fluo4; hits give low values;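 active = B-score of the integrated calcium signal more than 4 SD below the library mean, with starting fluorescence not abnormally high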;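 also: negative B-score means reduced calcium response which marks RGS4 activation or potentiation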
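Detection: kinetic calcium fluorescence imaging with Fluo4-AM dye, 2 µM / Material: HEK293 cells with stable M3R and inducible RGS4 / Schedule: recording 10 s baseline at 1 Hz, 100 s post-agonist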
KCNK3 block = human KCNK3 channel inhibitors, primary screen, CHO cells, FluxOR thallium flux, B-score. FluxOR fluorescence; hits give low values. 340,000 compounds, 0.84% hits. B-score at 10 µM;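 active = B-score under library mean minus 4 SD, starting fluorescence ratio at most library mean plus 5 SD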;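 also: more negative B-score means stronger inhibition of thallium flux through KCNK3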
Numbers without * were called inactive; i = inactive; ? = inconclusive; . = not tested or not shown; & = joins results of further samples. This is a subset; count on the stated rates, not on these rows.

The line under a structure holds: KCNK9 block	Dyrk1A ADPGlo	PolyA inhibitor	hERG protect	GSK3B inh	HDAC3 inh	GSK3 alpha inh	KCNQ1 pot	KCNQ1 block	RGS4 pot	KCNK3 block
> COc1ccc(C2SCC(=O)Nc3c2c(=O)[nH]n3C2CCCCC2)cc1 (centres undefined)
→ i	-1	i	-7	1	-5	-1	i	i	i	i
> O=C(c1cccn2c(=O)c3ccc(Cl)cc3nc12)N1CCC2(CC1)OCCO2
→ i	7	i	-9	-2	2	-2	i	i	i	i
> CCC1(CC)C(=O)NC(=Nc2cccc(C(F)(F)F)c2)NC1=O
→ i	2	i	-5	3	3	0	i	i	i	i
> CCOP(=O)(OCC)C(NC(=O)c1cccc(C)c1)C(Cl)(Cl)Cl (centres undefined)
→ i	-1	i	0	-1	2	0	i	i	i	i
> C=CCN1C(=O)NC(=O)/C(=C/c2ccc(OC)c(CSc3ccccn3)c2)C1=O
→ i	13	i	-9	2	11	-4	i	i	i	i
> COP(=O)(Cc1ccc(C#N)o1)OC
→ i	2	i	-8	-1	-6	1	i	i	i	i
> COc1cc(CN2CC3CC(C2)c2cccc(=O)n2C3)cc(OC)c1OC (centres undefined)
→ i	.	i	0	-3	2	0	i	i	i	i
> CCOc1ccc(C(C)=O)cc1Cc1c(O)[nH]c(=S)[nH]c1=O
→ i	5	.	-4	0	7	0	i	i	i	i
> Nc1ccc(N2CCN(Cc3ccccc3Cl)CC2)c(Cl)c1
→ i	3	.	-4	2	1	0	i	i	i	i
> CCn1c(O)c(N=Nc2cccc(S(=O)(=O)N3CCOCC3)c2)c(=O)n(CC)c1=S
→ i	2	i	-19	1	3	-1	i	i	i	i
> Cc1cc(OCC(=O)N[C@H](C(=O)O)c2ccccc2)c2c3c(c(=O)oc2c1)CCC3
→ i	2	i	0	-6	-37	4	i	i	i	i
> C#CCNc1ccncc1S(=O)(=O)NC(=O)NC(C)C
→ i	-15	i	-10	3	-8	0	i	i	i	i
> CCCOC(=O)c1c(N)n(Cc2cccs2)c2nc3ccccc3nc12
→ i	-4	i	-12	1	-52	-2	i	i	i	i
> COc1ccccc1CN1CCCC(C(=O)c2ccccc2SC)C1 (centres undefined)
→ i	.	i	-6	2	9	.	i	i	i	i
> Cc1ccc(C2NC(=S)NC(c3ccc(C)cc3)C23C(=O)NC(=O)NC3=O)cc1 (centres undefined)
→ i	-1	i	-11	2	6	-6	i	i	i	i
> COc1cccc(-c2nc3ccc(N4CCN(C)CC4)cc3[nH]2)c1
→ i	8	i	-13	1	-190	1	i	i	i	i
> O=C(CN1CC=C(c2ccccc2)CC1)NC(=O)NCc1ccccc1
→ i	-7	i	-7	-1	0	-1	i	i	i	i
> COc1cc(CNCCc2c[nH]c3ccccc23)cc(OC)c1
→ i	-1	.	-5	-3	1	1	i	i	i	i
> O=S1(=O)CC2(N3CCOCC3)CCCCC21 (centres undefined)
→ i	-7	i	-6	-4	-3	1	i	i	i	i
> O=P(OCC(F)(F)C(F)F)(N1CCCCC1)N1CCCCC1
→ i	-9	i	-2	0	-5	-2	i	i	i	i
> Cc1ncc(CN2CCCC(C(=O)c3sccc3C)C2)s1 (centres undefined)
→ i	5	i	-5	2	3	0	i	i	i	i
> Cc1oc(-c2cccs2)nc1CSCC(=O)N1CCC2(CC1)OCCO2
→ i	-3	i	-9	2	-18	-1	i	i	i	i
> O=C1N[C@H](Cc2ccccc2)C(=O)N2[C@@H]3[C@H](C[C@@H]12)c1ccccc1N3OOSc1ccccc1
→ i	-4	i	-15	0	4	-2	i	i	i	i
> O=C(Nc1cccc(Cl)c1)N1C[C@H]2C[C@@H](C1)c1cccc(=O)n1C2
→ i	9	i	-3	2	3	-3	i	i	i	i
> Cc1ccc(/C=C2/C(=O)NC(=O)N(C)C2=O)cc1
→ i	2	i	0	2	2	-2	i	i	i	i
> Cc1ccc(CN2CCCC(C(=O)c3sccc3C)C2)o1 (centres undefined)
→ i	2	i	-14	5	-2	4	i	i	i	i
> CN1CCN(c2ccc3nccnc3c2)CC1
→ i	.	i	-13	4	8	0	i	i	i	i
> Cc1ccc2cccc(OC(=O)N(C)c3ccccc3)c2n1
→ i	15	i	-10	0	-5	-4	i	i	i	i
> CC(=NCc1ccc2c(c1)OCO2)c1c(O)n(-c2ccccc2)c(=O)[nH]c1=O
→ i	.	i	-16	2	-1	3	i	i	i	i
> C/C(=N\NC(=O)c1ccccc1O)c1c(O)n(C2CCCCC2)c(=O)[nH]c1=O
→ i	2	i	-15	3	-1	6	i	6*	i	i
> C=CCn1c(O)c(C(C)=Nc2cc(OC)ccc2OC)c(=O)[nH]c1=O
→ i	5	i	0	0	1	-1	i	i	i	i
> Cn1c(O)c(C=NC2CC(C)(C)NC(C)(C)C2)c(=O)n(C)c1=O
→ i	2	i	2	-1	3	-1	i	i	i	i
> CCC1=Nc2cc(C(=O)N3CCC4(CC3)OCCO4)ccc2Sc2ccccc21
→ i	0	i	-16	-1	3	2	i	i	i	i
> COc1cc(O)c(C(=O)O)c(-c2cc(O)c(O)cc2C)c1
→ i	20	i	-19	-1	7	0	i	i	i	i
> CN1CCc2nc3sc(C(=O)NC4CC4)c(N)c3cc2C1
→ i	-2	i	-13	0	10	.	i	i	i	i
> CN(C(=O)CNC(=O)OCc1ccccc1)c1ccc(Br)cc1C(=O)c1ccccc1Cl
→ i	0	i	-2	-1	10	0	i	i	i	i
> CC(=NCc1cccnc1)c1c(O)n(C2CCCCC2)c(=O)[nH]c1=O
→ i	6	i	-10	0	-4	3	i	i	i	i
> Cn1c(O)c(C(=Nc2ccccc2)SCc2ccccc2Cl)c(=O)n(C)c1=O
→ i	10	i	-7	0	8	-3	i	i	i	i
> CC(C)(C)C(=O)c1cn(CC(=O)NCc2ccco2)c2ccccc12
→ i	-8	i	-9	2	-2	1	i	i	i	i
> C=Cn1ccnc1P(=S)(c1ccccc1)c1nccn1C=C
→ i	1	i	-7	0	-2	-2	i	i	i	i
> C=CCN1C(=O)NC(=O)C(CCc2ccncc2)(CCc2ccncc2)C1=O
→ i	3	i	-4	0	0	0	i	i	i	i
> COc1ccc(CN2CCN(Cc3ccccc3)CC2)c(OC)c1
→ i	18	.	-9	4	-3	-1	i	i	i	i
> CCN1CCN(C(=O)Cc2ccccc2OC)CC1
→ i	3	i	-10	3	-5	-5	i	i	i	i
> CCOC(=O)c1ccc(NC(=O)N2C[C@@H]3C[C@@H](C2)c2cccc(=O)n2C3)cc1
→ i	-1	i	-3	-3	6	0	i	i	i	i
> CC1(C)N2CC3([N+](=O)[O-])CN1CC([N+](=O)[O-])(C2)C3
→ i	-4	i	-6	0	-1	-6	i	i	i	i
> C=CCN1CC[C@]23c4c5ccc(O)c4O[C@H]2/C(=N/NC(=O)c2ccccc2)CC[C@@]3(O)[C@H]1C5
→ i	2	i	-7	2	-5	-1	i	i	i	i
> COc1ccc(N/N=C/c2c(O)n(-c3cccc(C)c3)c(=O)[nH]c2=O)cc1
→ i	0	i	-7	-1	7	-1	i	i	i	i
> O=C1NC(=O)C(CCc2ccncc2)(CCc2ccncc2)C(=O)N1CCc1ccc(F)cc1
→ i	7	i	-4	5	-4	0	i	i	i	i
> CCOc1cccc(N2C(=O)CC(=O)NC2=O)c1
→ i	1	i	-8	0	3	-4	i	i	i	i
> COc1ccc(C2SCC(=O)Nc3c2c(=O)[nH]n3C2CCCCCC2)cc1OC (centres undefined)
→ i	-9	i	-10	-1	-5	-2	i	i	i	i
> O=C(Nc1ccc(Cl)cc1)Nc1nccs1
→ i	8	i	-6	3	?	-1	i	i	i	i
> O=C(N/N=C/c1c(O)n(Cc2ccccc2)c(=O)[nH]c1=O)c1ccccc1
→ i	-3	i	-14	2	-1	-1	i	i	i	i
> FC(F)(F)c1ccc(CN2CCNCC2)cc1
→ i	2	i	-8	2	8	-1	i	i	i	i
> Nc1ccc(C(=O)N/N=C2/CN3CCC2CC3)cc1
→ i	20	i	-9	2	4	0	i	i	i	i
> COc1ccccc1N1C(=O)NC(=O)/C(=C/c2ccc([N+](=O)[O-])s2)C1=O
→ i	.	i	-9	5	2	-3	i	i	i	i
> CCN(CC)CCN=Cc1c(O)n(Cc2ccccc2)c(=O)[nH]c1=O
→ i	7&-4	i	-1&-2	-3&1	-4&-2	-4&-1	i	i	i	i
> N#CCCn1cc(C=C2C(=O)NC(=O)NC2=O)c(-c2ccccc2)n1
→ i	-3	i	-14	-1	0	-1	i	i	i	i
> CCCCOC(=O)C1=C(N)OC2=C(C(=O)CCC2)[C@]12C(=O)Nc1ccccc12
→ i	-6	i	-4	.	3	-2	i	i	i	i
> O=c1[nH]c(=O)n(-c2ccc(F)cc2)c(O)c1C=NCCN1CCCCC1
→ i	0	i	-5	-6	-1	3	i	i	i	i
> CN1CCCC(C(=O)c2ccccc2)C1 (centres undefined)
→ i	2	i	-3	1	7	2	i	i	i	i
> CN1C(=O)CN=C(c2ccccc2Cl)c2cc(Br)ccc21
→ i	.	i	-4	-1	-18	0	i	i	i	i
